A549 viability – A549 cytotoxicity, counter-screen for Nrf2 inhibitors; Potency, µM (top dose mostly 46 µM), for inactives: top-dose activity change, negative = cytotoxicity, most hits filed as inhibitors; hit rate 0.16% among 390,000; AID 504648; A549 ARE-Fluc cells, CellTiter-Fluor viability, 18-24 h; also: potency is read from the fitted curve at half-maximal effect; % is scaled to controls: 0 for no effect and ±100 for the full control effect
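A549 ARE_Fluc cells in 5% FBS OPTI-MEM were exposed to compounds in concentration-response for 18-24 h at 37 deg C. Viability was read by CellTiter-Fluor fluorescence (Ex 405/Em 525) after 30 min, before the luciferase read.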
MCF10A rerep – induces DNA re-replication in MCF 10a normal breast cells. MCF 10A DNA re-replication, Hoechst nuclear intensity, 48 h. Potency, µM (titrated, usually from 46.1 µM), for inactives: at the highest dose activity, positive = re-replication, usual class: activators. hit rate 2.9% among 350,000. AID 624296; also: potency is read from the fitted curve at half-maximal effect; % of control where 0% means no effect; nearly all actives have a fitted effect of over 50% in size
Nrf2 ARE act – activates Nrf2 signaling. Potency, µM (highest dose often 46.1 µM), for the others: top-dose activation, usual class: activators. AREc32 ARE-luciferase reporter (MCF7-derived line), luminescence, 24 h. hit rate 0.31% among 410,000; also: potency is read from the fitted curve at half-maximal effect; % of control where 0% means no effect; nearly all actives have a fitted effect of over 65% in size
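Quantitative high-throughput format: AREc32 reporter cells, 1000 per well, received compound by pin transfer and were incubated 24 hr at 37 deg C, 5% CO2, before Steady-Glo luminescence detection.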
TGFb SMAD3 inh – blocks TGF-b signaling | HepG2 CAGA-GFP TGF-b/SMAD3 reporter, GFP fluorescence, 18 h; TGF-beta stimulated, 500 pg/mL final | Potency, µM (top dose mostly 46.1 µM), for the others: at the highest dose activity, negative = inhibition, usual class: inhibitors | hit rate 1.2% among 410,000; also: potency is read from the fitted curve at half-maximal effect; % is scaled to controls: 0 for no effect and ±100 for the full control effect; nearly all actives have a fitted effect of over 65% in size
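HEPG2 CAGA-GFP, 1000 cells/well; 2 h settle, 37 C; cpd via pin tool; TGF-b 500 pg/mL final; 18 h, 37 C; GFP imaging ex488/em500-530; %Activity normalised to -TGF-b and +DMSO controls; CRC fit, curve class.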
Nrf2 inh – inhibitors of Nrf2 signaling. A549 ARE-Fluc reporter, luciferase luminescence, 18-24 h. Potency, µM (top dose mostly 46 µM), inactives show top-dose activity change, negative = inhibition, usual class: inhibitors. hit rate 2.1% among 360,000; also: potency is read from the fitted curve at half-maximal effect; % is scaled to controls: 0 for no effect and ±100 for the full control effect; nearly all actives have a fitted effect of over 60% in size
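Nrf2 activity is the BugLite luminescence, read 15 min after reagent at room temperature, following CellTiter-Fluor cytotoxicity readout (30 min, 37C). Compound titrations were applied for 18-24 h to 5000 A549 ARE_Fluc cells/well in 5% FBS OPTI-MEM.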
HepG2 tox – counter-screen for TGF-b inhibitors: cytotoxicity in HepG2 cells; HepG2 CAGA-GFP viability, ATP luminescence, 18 h; Potency, µM (doses to about 46.1 µM), inactives show at the highest dose activity change, negative = cytotoxicity, actives largely listed as cytotoxic; hit rate 0.76% among 410,000; AID 588856; also: potency is read from the fitted curve at half-maximal effect; some results filed as inactive show a strong effect at the top dose
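CellTiter-Glo luminescence gave cytotoxicity after 18 hours at 37 degrees C. The cells were HepG2 CAGA-GFP in 1% FBS DMEM, stimulated with 500 pg/mL TGF-beta after compound addition. %Activity was normalised to no-cell wells (complete cell-killing) and DMSO (no toxicity), and curves were fitted and classified.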
S2 tox – cell viability loss in ATXN counter-screen; Potency, µM (titrated, usually from 56.7 µM), most hits filed as cytotoxic; S2 cells (HEK-293 line with an ATXN2-luciferase reporter) viability, CellTiter-Fluor protease fluorescence, 24 h; hit rate 0.49% among 400,000; AID 651635; also: potency is read from the fitted curve at half-maximal effect; nearly all actives have a fitted effect of over 40% in size
ATXN2 expr inh – ATXN2 expression inhibition | hit rate 0.72% among 360,000 | Potency, µM (series often up to 57 µM), without a hit: at the highest dose activity change, negative = inhibition, usual class: inhibitors | AID 1745845 | HEK-293 ATXN2-luciferase reporter, luminescence, 24 h; also: potency is read from the fitted curve at half-maximal effect; % is scaled to controls: 0 for no effect and ±100 for the full control effect; nearly all actives have a fitted effect of over 55% in size
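qHTS (up to 57 uM final) was run with 24 h compound exposure of reporter cells at 37 °C. Each well was multiplexed: SteadyGlo luminescence measured ATXN2-luciferase expression after a fluorogenic Gly-Phe-AFC viability readout (25 uM final).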
IL1B secr inh – inflammasome signaling inhibition, IL-1 beta readout | hit rate 4.7% among 360,000 | THP-1 LPS/ATP IL-1B secretion, AlphaLISA, 16 h; active compounds read low | activity change, % at 57.5 µM | AID 743279; in the data active = activity change below about -50%; inconclusive = mostly about -30% to -49%; also: % is scaled to controls: 0 for no effect and ±100 for the full control effect
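Secreted IL-1B measured by AlphaLISA bead assay after 16 h compound exposure of THP-1 cells; compounds (final up to 57.5 uM) added 1 h before LPS (250 ng/mL) and ATP (1.25 mM) stimulation; lower signal means less secretion.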
* = called active by the depositor; i = inactive; ? = inconclusive; . = not tested or not shown; & = joins results of further samples; [ ] = another dose, or the depositor's remark. Unless noted, calls follow the shape of the dose curve; as a rule, active = well fitted curve in the direction sought with a large enough effect; inconclusive = small, poorly fitted or top-dose-only effect, or another doubt; inactive = no such curve, though single readings can be large; an effect the other way counts as inactive or inconclusive.

SMILES	A549 viability	MCF10A rerep	Nrf2 ARE act	TGFb SMAD3 inh	Nrf2 inh	HepG2 tox	S2 tox	ATXN2 expr inh	IL1B secr inh
CSc1ccc(CN2CCN(C(C)C)C(CCO)C2)cc1 (stereo not given)	14%	18%	4.1%	1%	7%	16%	i	-19%	2
COc1ccc(C(=O)NCC(=O)N2CCC(C)CC2)cc1OC	-1%	-1%	-0.2%	17%	-9%	-1%	i	3%	-4
COc1ccc2nc(NC(=O)CSc3nc(SC)ns3)sc2c1	1%	12%	0.6%	-18%	20%	-13%	i	24%	3
CCCC(=O)Nc1cc(OC)c(NC(=O)NC2CCCCC2)cc1OC	-5%	5%	2.5%	-1%	-1%	-1%	i	2%	-4
CN(C(=O)CSc1nncn1-c1ccccc1)c1ccccc1	-1%	-1%	-0.4%	4%	-2%	8%	i	5%	7
Cc1ccc(-c2nonc2NC(=O)c2ccco2)cc1C	2%	.	20%	2%	?	-7%	i	-11%	.
CCOc1ccc(NS(=O)(=O)c2ccc3[nH]cc(C(=O)N(C)C4CCCCC4)c(=O)c3c2)cc1	19%	.	-0.8%	4%	.	2%	i	14%	.
Cc1ccc2nc(-c3cccnc3)oc2c1	1%&-2%	-4%	5.3%	?	?	0%&-17%	i	45%[activator]	-8
Cc1ccc(C(=O)O)cc1N1C(=O)c2cccc3cc(Br)cc(c23)C1=O	4%	-6%	2.6%	-5%	-24%	-6%	i	-1%	13
CC(=O)N1c2ccccc2NC(=O)C1(C)C	0%	0%	0.2%	3%	14%	-12%	i	2%	3
O=C(COC(=O)/C=C/c1ccc([N+](=O)[O-])cc1)NNC(=O)c1ccccc1	0%	0%	3.3%	10%	-1%	1%	i	0%	-16
Cc1csc(-c2coc3cc(O)cc(C)c3c2=O)n1	1%	?	10µM*	-26%	?	-31%	i	84%[activator]	20
CCOC(=O)C1=C(C)N(C[C@@H]2CC[C@@H](Cc3ccc(-c4ccccc4)cc3)O2)C(=O)NC1c1ccc(Cl)cc1 (stereo not given in full)	3%	?	3.9%	?	?	-19%	i	-16%	-52*
COc1ccc(CCNc2cc(-c3ccccc3)nc3ncnn23)cc1	-6%	-3%	2.5%	-22%	?	0%	?	-32%	0
NC(=NC(=O)c1ccc(OCC(F)(F)F)nc1)c1ccccc1	-6%	?	-0.4%	?	-19%	-48%	i	.	-6
O=C(CCc1nc(-c2ccccc2F)no1)Nc1cccnc1	1%	2%	-1.2%	-2%	-24%	-2%	i	7%	19
CCCS(=O)(=O)c1c(S(=O)(=O)CCC)c2ccc(C(C)=O)cn2c1C(=O)OC	1%	?	2.3%	-14%	1%	-4%	i	6%	-136*
O=C(NCCCN1CCCC1=O)C1CCN(S(=O)(=O)c2ccccc2)CC1	-1%	-2%	0.3%	?	-5%	-6%	.	.	11
CCOc1ccccc1NC(=O)C1CCCN(S(=O)(=O)c2cn(C)cn2)C1 (stereo not given)	3%	.	-0.5%	36%	.	2%	.	.	.
Cc1ccc(NC(=O)N(CCCN2CCOCC2)Cc2cccnc2)cc1C	2%	3%	-0.8%	5%	11%	-3%	i	-3%	-12
Cc1c(Cc2ccccc2)c(=O)oc2c(C)c(OC(C)C(=O)NCC3CCC(C(=O)O)CC3)ccc12 (stereo not given)	2%	-4%	-0.3%	18%	-8%	1%	i	-9%	7
CCCCN(C(=O)Cn1nnc2ccccc21)C(C(=O)NCc1ccco1)c1ccncc1 (stereo not given)	-1%	4%	-0.1%	1%	4%	-2%	i	1%	4
CCNC(=O)C1(C)CCN(Cc2noc(-c3c(C)noc3C)n2)C1 (stereo not given)	.	.	0.3%	3%	.	5%	i	6%	19
COC(C(=O)Nc1ccc(S(=O)(=O)Nc2c(C)cccc2C)cc1)c1ccccc1 (stereo not given)	-1%	3%	0.0%	26%	?	9%	i	-9%	-15
Cc1ccc(NC(=O)CC(C)CC2=NS(=O)(=O)c3ccccc3N2)cc1 (stereo not given)	2%	15%	-0.6%	0%	?	-6%	i	-18%	5
SMILES	A549 viability	MCF10A rerep	Nrf2 ARE act	TGFb SMAD3 inh	Nrf2 inh	HepG2 tox	S2 tox	ATXN2 expr inh	IL1B secr inh
CC1CCC2(CC1)NC(=O)N(CC(=O)NC(=O)NC1CCCC1)C2=O (stereo not given)	5%	21%	0.2%	12%	-4%	1%	i	1%	15
COc1ccc(Cl)cc1S(=O)(=O)Nc1ccncc1	0%	-16%	0.1%	1%	5%	7%	i	-3%	-3
CC1CCC(NC(=O)c2cc(S(=O)(=O)N3CCCCC3)c[nH]2)CC1 (stereo not given)	8%	-3%	0.1%	-1%	-14%	-10%	i	-4%	0
COCCN(C(=S)Nc1c(C)cccc1C)C(C)c1cccs1 (stereo not given)	-1%	9%	-0.8%	-20%	-5%	-16%	i	.	6
CCc1nnc(SCC(=O)Nc2ccc(Cl)cc2F)c2cc3occc3n12	9%	.	4.8%	1%	?	-9%	.	.	.
Cc1cc(C(=O)Nc2ccccc2N2CCOCC2)c2ccccc2n1	3%	-7%	-0.1%	?	-15%	-13%	i	-15%	30
CC1(C)CC(=O)C=C(Nc2ccc(Cl)cc2)C1	-2%	6%	0.4%	3%	0%	-8%	i	10%	?
COc1ccccc1C(C(=O)NC1CCCC1)N(C(=O)c1csnn1)C1CC1 (stereo not given)	-22%	-3%	0.5%	-9%	-4%	0%	i	0%	?
CCC(C)C(NC(=O)C(Cc1ccc(O)cc1)NC(=O)OCc1ccccc1)C(=O)OC (stereo not given)	.	.	0.7%	?	.	-23%	i	-12%	24
CCCOc1ccccc1/C=N/NC(=O)C1CC1	3%	-3%	0.2%	0%	-7%	0%	i	0%	16
Cc1cc(C)n2nc(C)c(-c3ccc(Cl)cc3)c2n1	-13%	-3%	0.0%	-10%	-7%	-87%	?	-54%	14
COc1cc(C(=O)N/N=C(\Cc2ncc[nH]2)c2ccccc2)cc(OC)c1OC	?	18µM*	-0.3%	11%	15µM*	-21%	i	?	69
COc1ccc2c(C)cc(N3CCN(Cc4ccccc4)CC3)nc2c1	3%	29%	0.2%	-12%	3%	-20%	i	-11%	-26
CCOC(=O)N1CCN(C(=O)CSc2ccc(C(F)(F)F)cc2[N+](=O)[O-])CC1	0%	0%	0.3%	2%	-1%	1%	i	-1%	23
Cc1ccc(Cl)cc1NC(=O)CN1C(=O)C(C)(C)c2cc(S(=O)(=O)N3CCCCC3)ccc21	?	.	8.2%	-28%	.	1%	?	-17%	.
O=C1C(Cc2ccccc2)Nc2ncnc(N3CCCCC3)c2N1Cc1ccccc1 (stereo not given)	-9%	?	3.3%	-1%	-7%	-9%	i	-5%	-11
CCOC(=O)N1CCN(S(=O)(=O)c2ccc3[nH]cc(C(=O)O)c(=O)c3c2)CC1	2%	-4%	-1.3%	3%	.	2%	?	1%	0
CN(c1cccc(NC(=O)c2ccc(N(C)S(=O)(=O)c3ccccc3)cc2)c1)S(C)(=O)=O	-15%	?	-0.3%	-25%	15µM*	-4%	?	.	-12
c1coc(-c2nc3ccccc3nc2-c2ccco2)c1	-4%	-3%	10µM*	-2%	-30%	-4%	?	3%	?

Compounds above containing an aryl methoxy group (8):
SMILES	A549 viability	MCF10A rerep	Nrf2 ARE act	TGFb SMAD3 inh	Nrf2 inh	HepG2 tox	S2 tox	ATXN2 expr inh	IL1B secr inh
COc1ccc(C(=O)NCC(=O)N2CCC(C)CC2)cc1OC	-1%	-1%	-0.2%	17%	-9%	-1%	i	3%	-4
COc1ccc2nc(NC(=O)CSc3nc(SC)ns3)sc2c1	1%	12%	0.6%	-18%	20%	-13%	i	24%	3
CCCC(=O)Nc1cc(OC)c(NC(=O)NC2CCCCC2)cc1OC	-5%	5%	2.5%	-1%	-1%	-1%	i	2%	-4
COc1ccc(CCNc2cc(-c3ccccc3)nc3ncnn23)cc1	-6%	-3%	2.5%	-22%	?	0%	?	-32%	0
COc1ccc(Cl)cc1S(=O)(=O)Nc1ccncc1	0%	-16%	0.1%	1%	5%	7%	i	-3%	-3
COc1ccccc1C(C(=O)NC1CCCC1)N(C(=O)c1csnn1)C1CC1 (stereo not given)	-22%	-3%	0.5%	-9%	-4%	0%	i	0%	?
COc1cc(C(=O)N/N=C(\Cc2ncc[nH]2)c2ccccc2)cc(OC)c1OC	?	18µM*	-0.3%	11%	15µM*	-21%	i	?	69
COc1ccc2c(C)cc(N3CCN(Cc4ccccc4)CC3)nc2c1	3%	29%	0.2%	-12%	3%	-20%	i	-11%	-26

High-throughput results as filed in PubChem BioAssay.
